Compound activity from PubChem BioAssay.
CDK5 p35 inh: CDK5/p35 (human) kinase inhibition | Q00535+Q15078 | Recombinant CDK5/p35, ADP-Glo luminescence, 60 min | inhibition, % at 10 µM | actives 0.01% (n = 330,000);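 active = highest replicate inhibition of at least 50% and at least 75% of replicates reaching 50%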;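 note: plate controls were DMSO neutral control for no effect and GW8510 at 10 µM for full effect; many of its hits are not listed in these tables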
Target sequence (Q00535 whole entry, looked up): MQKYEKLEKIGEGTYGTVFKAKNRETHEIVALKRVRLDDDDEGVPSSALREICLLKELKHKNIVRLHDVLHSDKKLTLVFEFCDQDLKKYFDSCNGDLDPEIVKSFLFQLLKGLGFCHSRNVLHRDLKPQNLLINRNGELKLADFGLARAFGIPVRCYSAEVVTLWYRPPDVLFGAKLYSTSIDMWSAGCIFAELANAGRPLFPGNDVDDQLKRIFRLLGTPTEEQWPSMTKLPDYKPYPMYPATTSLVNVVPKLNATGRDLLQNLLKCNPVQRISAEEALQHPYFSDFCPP
Target sequence (Q15078 whole entry, looked up): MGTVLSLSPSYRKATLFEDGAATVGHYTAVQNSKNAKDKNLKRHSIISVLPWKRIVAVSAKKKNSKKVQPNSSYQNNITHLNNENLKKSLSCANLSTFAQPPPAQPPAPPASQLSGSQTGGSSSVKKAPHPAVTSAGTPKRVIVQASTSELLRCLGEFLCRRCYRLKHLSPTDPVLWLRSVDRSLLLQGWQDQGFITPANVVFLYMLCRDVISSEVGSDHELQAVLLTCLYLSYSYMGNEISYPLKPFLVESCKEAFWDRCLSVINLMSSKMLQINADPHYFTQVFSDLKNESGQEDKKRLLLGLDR
PKA-R1A act: PKA-R1A complex activation | P00514+P68181 | PKA-R1A dissociation, Cy5-IP20 fluorescence polarization; scaled: DMSO 0%, 113 µM cGMP 100% | activation, % at 11.4 µM | actives 0.083% (n = 340,000) | AID 504707;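 active = percent activation above the mean of all tested compounds plus 3 SD, cut at about 19% in these data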;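 note: higher means more PKAc released from R1A so a rise in polarization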
Pemphigus Ab inh: blocks pemphigus antibody binding to human desmoglein-3 | P32926 | AID 588358 | DSG3-coupled beads, scFv-anti-DSG3-GFP binding, flow cytometry; active compounds read low | actives 0.48% (n = 310,000) | binding (percent of control), % at 10 µM;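 active = binding more than 3 SD below its plate's average and above zero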;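 note: hits lower antibody fragment binding to DSG3; some compounds called inactive have numbers as strong as hits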
SUMO Mot1 rescue: blocks SUMOylation pathway, rescuing yeast Mot1-301 growth; S. cerevisiae Mot1-301 growth rescue, ATP luminescence, 38.5C; percent above DMSO median, 100 means doubled; growth rescue, % at 18.8 µM; actives 1% (n = 320,000); AID 2716;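 active = every valid replicate shows activation above 250% relative to neutral control wells; inactive = the rest, any valid replicate at or below 250%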;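 note: OY570 slx delta 5 strain wells were the positive control but not used for scaling; some compounds called inactive have numbers as strong as hits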
SR-BI HDL uptake: inhibitors of mouse SR-BI mediated HDL lipid uptake | inhibition, % at 12.5 µM | actives 0.96% (n = 320,000) | AID 488896 | ldlA[mSR-BI] CHO cells, DiI-HDL uptake fluorescence, 3 h;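 active = mean replicate inhibition of at least 70% and a set share of replicates each scoring 70 or more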;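 note: 0% = median of neutral control wells and 100% = median of positive control wells; values of inactives mirror those of a sister screen read the other way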
Arrestin-AP2 inh: inhibitors of human beta-arrestin and AP2 interaction. FITC-arrestin peptide / GST-AP2 beads, flow cytometry; AP2 beta2 appendage carries R879A mutation. inhibition, % at 10 µM. actives 0.31% (n = 340,000). AID 504490;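 active = inhibition above a set limit, near 3 SD of compounds lacking own fluorescence, cut at about 54% in these data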;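 note: plate controls were DMSO wells for no effect and 5 µM unlabelled arrestin peptide for full effect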
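test system = AP2 appendage R879A on GSH beads | buffer or medium = PBS plus Tween 20 (0.05%) and BSA (0.1%) | incubation = 12 min plus 1 h, RT | detection = bead flow cytometry, FITC channel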
PKA-R2B act: activates the human PKA-R2B holoenzyme complex; PKA-R2B holoenzyme dissociation, Cy5-IP20 fluorescence polarization; R2B truncated from residue 108, S112A mutant; 0% DMSO only, 100% 113 µM cGMP; activation, % at 11.4 µM; actives 0.079% (n = 340,000); AID 504700;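 active = activation above a cutoff set at the mean over all compounds plus 3 SD, cut at about 18% in these data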;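 note: higher means more holoenzyme dissociation and a rise in polarization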
MITF TRPM1 HTS: activators of MITF-driven TRPM1 promoter activity in SK-MEL-5 cells | actives 0.75% (n = 300,000) | activation, % at 12.5 µM | SK-MEL-5 TRPM1-promoter luciferase, 24 h; % of positive control, neutral wells = 0;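 active = mean activation of at least 80% with every replicate also reaching 80%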;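 note: 0% = neutral control wells and 100% = parthenolide positive control wells; values of inactives mirror those of a sister screen read the other way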
SR-BI DiI-HDL act: enhances SR-BI lipid uptake from DiI-HDL | activation, % at 12.5 µM | actives 0.096% (n = 320,000) | CHO ldlA[mSR-BI] cells, DiI-HDL uptake fluorescence, 3 h; 100 = double the neutral-control signal;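 active = mean replicate activation of at least 60% and every replicate at or above 60%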;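 note: 0% = median plate neutral-control signal and 100% = twice that signal; values of inactives mirror those of a sister screen read the other way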
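Material: SR-BI-overexpressing, LDLR-lacking CHO cells; schedule: compound exposure 3 h, 37 °C; reagent: DiI-labelled HDL at 10 µg/mL final; technique: bottom-read fluorescence, 550/595 nm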
NSD2 inh: inhibitors of human histone methyltransferase NSD2; inhibition, % at 12.5 µM; O96028; AID 743445; actives 0.54% (n = 310,000); NSD2 peptide methylation, AlphaScreen, 120 min; in the data active = inhibition above about 50%
dFosB activator: mouse delta FosB homodimer activation | activation, % at 25 µM | purified delta FosB, TAMRA-CDK5 oligo fluorescence polarization; percent of positive-control signal above neutral wells | P13346 | actives 0.99% (n = 340,000);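 active = mean activation above about 17%, with every replicate also reaching it, limit read from the data, passing the limit was not always enough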;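 note: fluorescence polarization rise as delta FosB binds a TAMRA Cdk5 AP-1 oligo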
Target sequence (P13346 whole entry, looked up): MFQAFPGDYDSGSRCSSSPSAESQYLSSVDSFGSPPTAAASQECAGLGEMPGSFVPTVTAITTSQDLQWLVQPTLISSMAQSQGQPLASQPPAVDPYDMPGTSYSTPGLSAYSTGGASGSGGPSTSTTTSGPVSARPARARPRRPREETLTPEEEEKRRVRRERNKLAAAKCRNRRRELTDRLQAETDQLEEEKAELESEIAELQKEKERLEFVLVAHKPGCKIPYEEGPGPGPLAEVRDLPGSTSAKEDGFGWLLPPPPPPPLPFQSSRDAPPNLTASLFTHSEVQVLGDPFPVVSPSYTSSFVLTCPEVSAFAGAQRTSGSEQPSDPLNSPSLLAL
Numbers without * were called inactive. This is a random part of the collection; overall some 4.7% were active at least once.

Screening COc1ccccc1-n1nc(C)c(-c2ccccc2)c1N returned CDK5 p35 inh -0.4, PKA-R1A act -3, Pemphigus Ab inh 107, SR-BI HDL uptake 0, Arrestin-AP2 inh -5, PKA-R2B act 9, MITF TRPM1 HTS 1, SR-BI DiI-HDL act 0, NSD2 inh 0 and dFosB activator -2.
`COc1ccccc1C(c1nnnn1C(C)(C)C)N1CCN(Cc2ccncc2)CC1` (stereo not drawn) gave CDK5 p35 inh -0.8, PKA-R1A act 6, Pemphigus Ab inh 103, SUMO Mot1 rescue 44, SR-BI HDL uptake -35, Arrestin-AP2 inh -2, PKA-R2B act 9, MITF TRPM1 HTS -4, SR-BI DiI-HDL act 35, NSD2 inh 1 and dFosB activator 4.
`CC(C)(C)NC(=O)COC(=O)c1cc(F)c(F)cc1Cl` gave CDK5 p35 inh 1.6, PKA-R1A act -6, SUMO Mot1 rescue -1, SR-BI HDL uptake -17, Arrestin-AP2 inh 8, PKA-R2B act -8, MITF TRPM1 HTS 12, SR-BI DiI-HDL act 17, NSD2 inh 1 and dFosB activator -2.
O=C(CCCN1C(=O)C2CC=CCC2C1=O)Nc1ccccc1F (stereo not drawn) was read as CDK5 p35 inh 0.2, PKA-R1A act -7, Pemphigus Ab inh 97, SUMO Mot1 rescue 3, SR-BI HDL uptake 15, Arrestin-AP2 inh -4, PKA-R2B act -11, MITF TRPM1 HTS 3, SR-BI DiI-HDL act -15, NSD2 inh -4 and dFosB activator -5.
`N#CCC(=N)N1CCN(c2cccc(Cl)c2)CC1` gave CDK5 p35 inh 0.5, PKA-R1A act -5, Pemphigus Ab inh 103, SUMO Mot1 rescue -11, SR-BI HDL uptake 33, Arrestin-AP2 inh 36, PKA-R2B act 1, MITF TRPM1 HTS 0, SR-BI DiI-HDL act -33, NSD2 inh 3 and dFosB activator -5.
O=C(COc1ccc2oc(-c3ccco3)cc(=O)c2c1)N1CCCCC1 was read as CDK5 p35 inh -0.5, PKA-R1A act -16, Pemphigus Ab inh 88, SUMO Mot1 rescue -15, Arrestin-AP2 inh 10, PKA-R2B act -1, MITF TRPM1 HTS 20, NSD2 inh 4 and dFosB activator -28.
Screening O=C1CCC(=O)N(O)CCCCCNC(=O)CCC(=O)N(O)CCCCNC(=O)CCC(=O)N(O)CCCCCN1 returned CDK5 p35 inh -0.3, PKA-R1A act 4, SUMO Mot1 rescue 29, SR-BI HDL uptake -3, Arrestin-AP2 inh 1, PKA-R2B act -4, MITF TRPM1 HTS 1, SR-BI DiI-HDL act 3 and dFosB activator -13.
Screening O=c1[nH]cnc2c1c(-c1ccccc1)cn2-c1ccc(F)cc1 returned CDK5 p35 inh 1.0, PKA-R1A act 5, Pemphigus Ab inh 104, SUMO Mot1 rescue 11, SR-BI HDL uptake -1, Arrestin-AP2 inh 2, PKA-R2B act -2, MITF TRPM1 HTS -9, SR-BI DiI-HDL act 1, NSD2 inh -1 and dFosB activator -7.
For COc1ccc(C(=O)NCCNC(=O)c2ccc(OC)cc2)cc1 the results were CDK5 p35 inh -4.7, PKA-R1A act -9, Pemphigus Ab inh 120, SUMO Mot1 rescue -1, SR-BI HDL uptake -2, Arrestin-AP2 inh 1, PKA-R2B act 5, SR-BI DiI-HDL act 2, NSD2 inh -2 and dFosB activator 5.
O=C(Nc1ccc(Cc2ccc(NC(=O)C3CC3)c(O)c2)cc1O)C1CC1 was read as CDK5 p35 inh 0.3, PKA-R1A act -6, SUMO Mot1 rescue 34, SR-BI HDL uptake 9, Arrestin-AP2 inh 4, PKA-R2B act -1, MITF TRPM1 HTS -17, SR-BI DiI-HDL act -9, NSD2 inh 4 and dFosB activator 0.
Brc1cccc(/C=N\n2cnnc2)c1 was read as CDK5 p35 inh 0.2, PKA-R1A act -3, Pemphigus Ab inh 99, SUMO Mot1 rescue 24, SR-BI HDL uptake 11, Arrestin-AP2 inh 6, PKA-R2B act 1, SR-BI DiI-HDL act -11, NSD2 inh 0 and dFosB activator 7.
`Cc1nc(C(=O)NNC(=O)c2c(-c3c(Cl)cccc3Cl)noc2C)cs1` gave CDK5 p35 inh 0.3, PKA-R1A act -2, Pemphigus Ab inh 117, SUMO Mot1 rescue -14, SR-BI HDL uptake 8, Arrestin-AP2 inh -1, PKA-R2B act 6, MITF TRPM1 HTS -18, SR-BI DiI-HDL act -8, NSD2 inh -3 and dFosB activator -2.
For CCC(C(=O)N1CCOCC1)n1nc(C)n2c(cc3cc(C)ccc32)c1=O (stereo not drawn) the results were CDK5 p35 inh 2.0, PKA-R1A act 2, Pemphigus Ab inh 99, SUMO Mot1 rescue 9, SR-BI HDL uptake 24, Arrestin-AP2 inh 35, PKA-R2B act 1, MITF TRPM1 HTS 6, SR-BI DiI-HDL act -24, NSD2 inh -10 and dFosB activator -1.
`O=C(O)CC(C(=O)N(c1ccccc1)c1ccccc1)N1CCOCC1` (stereo not drawn) gave CDK5 p35 inh -0.6, PKA-R1A act -3, Pemphigus Ab inh 103, SUMO Mot1 rescue -3, SR-BI HDL uptake 0, Arrestin-AP2 inh 16, PKA-R2B act -1, MITF TRPM1 HTS -1, SR-BI DiI-HDL act 0, NSD2 inh -1 and dFosB activator -4.
For CC(=O)c1cccc(OCc2cc(C(=O)N(C)CCc3cnn(C)c3)no2)c1 the results were CDK5 p35 inh -2.0, PKA-R1A act -7, Pemphigus Ab inh 101, SUMO Mot1 rescue -4, SR-BI HDL uptake -1, Arrestin-AP2 inh 6, PKA-R2B act -3, MITF TRPM1 HTS 5, SR-BI DiI-HDL act 1, NSD2 inh -2 and dFosB activator -5.
COc1ccccc1CNC(=O)c1cnccn1 was read as CDK5 p35 inh 2.6, PKA-R1A act -9, Pemphigus Ab inh 100, SUMO Mot1 rescue 5, SR-BI HDL uptake -25, Arrestin-AP2 inh -4, PKA-R2B act -4, MITF TRPM1 HTS -10, SR-BI DiI-HDL act 25, NSD2 inh -4 and dFosB activator -9.
Clc1ss/c(=N\c2ccccn2)c1Cl was read as CDK5 p35 inh 0.1, PKA-R1A act 2, SUMO Mot1 rescue -3, SR-BI HDL uptake -21, Arrestin-AP2 inh 0, PKA-R2B act 8, MITF TRPM1 HTS 3, SR-BI DiI-HDL act 21, NSD2 inh -2 and dFosB activator 1.
FC(F)(F)c1cc(N2CCOCC2)nc(-c2ccccc2)n1 was read as CDK5 p35 inh -1.1, PKA-R1A act 6, Pemphigus Ab inh 97, SUMO Mot1 rescue -3, SR-BI HDL uptake 18, Arrestin-AP2 inh 4, PKA-R2B act -14, MITF TRPM1 HTS -11, SR-BI DiI-HDL act -18, NSD2 inh -2 and dFosB activator -2.
`CC(C)(O)C#Cc1ccc(CN2CCCC(CNC(=O)c3ccco3)C2)cc1` (stereo not drawn) gave CDK5 p35 inh 1.1, PKA-R1A act -6, Pemphigus Ab inh 99, SUMO Mot1 rescue 46, SR-BI HDL uptake 11, Arrestin-AP2 inh 1, PKA-R2B act -9, MITF TRPM1 HTS 1, SR-BI DiI-HDL act -11, NSD2 inh 0 and dFosB activator -11.
For Cc1ccc2oc(-c3cccc(NC(=O)c4ccc(Br)o4)c3)nc2c1 the results were CDK5 p35 inh -0.8, PKA-R1A act -2, Pemphigus Ab inh 112, SUMO Mot1 rescue -10, SR-BI HDL uptake 12, Arrestin-AP2 inh -27, PKA-R2B act -11, MITF TRPM1 HTS 17, SR-BI DiI-HDL act -12, NSD2 inh 2 and dFosB activator 8.
Screening Nc1ccc(O)c2c(=O)cc(-c3ccccc3Cl)oc12 returned CDK5 p35 inh -0.2, PKA-R1A act -4, Pemphigus Ab inh 100, SUMO Mot1 rescue -9, SR-BI HDL uptake 47, Arrestin-AP2 inh 16, PKA-R2B act 2, MITF TRPM1 HTS 109*, SR-BI DiI-HDL act -47 and dFosB activator 7.
`NC(=S)N/N=C/c1coc2ccc(O)cc2c1=O` gave CDK5 p35 inh 0.1, PKA-R1A act -10, Pemphigus Ab inh 99, SUMO Mot1 rescue 34, Arrestin-AP2 inh 13, PKA-R2B act 3, MITF TRPM1 HTS 20, NSD2 inh -2 and dFosB activator -8.
Cc1ccc(NC(=O)NCc2nc3ccccc3n2C)cc1 was read as CDK5 p35 inh 0.9, PKA-R1A act 1, Pemphigus Ab inh 103, SUMO Mot1 rescue -10, SR-BI HDL uptake -16, Arrestin-AP2 inh 26, PKA-R2B act -3, MITF TRPM1 HTS 4, SR-BI DiI-HDL act 16, NSD2 inh 2 and dFosB activator -7.
Screening CCC(C)c1nc2c(c(N3CCC3=O)c1-c1ccccc1)CCCC2 (stereo not drawn) returned CDK5 p35 inh -0.6, PKA-R1A act -5, Pemphigus Ab inh 98, SUMO Mot1 rescue 2, SR-BI HDL uptake -29, Arrestin-AP2 inh 25, PKA-R2B act 7, MITF TRPM1 HTS -3, SR-BI DiI-HDL act 29 and dFosB activator 1.
Screening CC1=CC(=O)[C@H]2C(C)(C)CCC[C@]2(C)[C@@]1(O)CO returned CDK5 p35 inh -0.7, PKA-R1A act 10, Pemphigus Ab inh 96, SUMO Mot1 rescue -11, SR-BI HDL uptake 1, Arrestin-AP2 inh 3, PKA-R2B act 4, MITF TRPM1 HTS -2, SR-BI DiI-HDL act -1 and dFosB activator -2.
For Cc1cc(C)c2nc(-c3cccc(Cl)c3)c(C)c(C(=O)N3CCOCC3)c2c1 the results were CDK5 p35 inh -0.5, PKA-R1A act -4, Pemphigus Ab inh 95, SUMO Mot1 rescue 20, SR-BI HDL uptake -5, Arrestin-AP2 inh -1, PKA-R2B act -2, MITF TRPM1 HTS -5, SR-BI DiI-HDL act 5, NSD2 inh -2 and dFosB activator -12.

Quoted from the entries so far, two compounds:
Screening CC1=CC(=O)[C@H]2C(C)(C)CCC[C@]2(C)[C@@]1(O)CO returned CDK5 p35 inh -0.7, PKA-R1A act 10, Pemphigus Ab inh 96, SUMO Mot1 rescue -11, SR-BI HDL uptake 1, Arrestin-AP2 inh 3, PKA-R2B act 4, MITF TRPM1 HTS -2, SR-BI DiI-HDL act -1 and dFosB activator -2.
For Cc1cc(C)c2nc(-c3cccc(Cl)c3)c(C)c(C(=O)N3CCOCC3)c2c1 the results were CDK5 p35 inh -0.5, PKA-R1A act -4, Pemphigus Ab inh 95, SUMO Mot1 rescue 20, SR-BI HDL uptake -5, Arrestin-AP2 inh -1, PKA-R2B act -2, MITF TRPM1 HTS -5, SR-BI DiI-HDL act 5, NSD2 inh -2 and dFosB activator -12.
